Anesthetic bind: binds horse apoferritin like a general anesthetic. hit rate 0.074% among 350,000. Potency, µM (top dose mostly 77.5 µM), for inactives: at the highest dose activity change, negative = displacement, most hits filed as inhibitors. apoferritin/1-aminoanthracene competitive binding, fluorescence. P02791; also: potency is read from the fitted curve at half-maximal effect; % is scaled to controls: 0 for no effect and ±100 for the full control effect; nearly all actives have a fitted effect of over 20% in size
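Horse-spleen apoferritin (10 uM) in 50% saturated 1-aminoanthracene in PBS was incubated 10 min at room temperature with compound. Fluorescence (ex 380, em 535 nm) was normalized to free and bound 1-AMA, with concentration-response fitted by a four-parameter Hill equation.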
POLH inh: DNA polymerase eta (human) inhibition. recombinant Pol eta, fluorescent DNA replication assay. hit rate 1.2% among 390,000. Q9Y253. AID 588591. Potency, µM (doses to about 114 µM), for inactives: top-dose activity change, negative = inhibition, most hits filed as inhibitors; also: potency is read from the fitted curve at half-maximal effect; % is scaled to controls: 0 for no effect and ±100 for the full control effect
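Pol eta (10 nM) was preincubated with compounds for 15 min at room temperature, after which fluorescent replication substrate (50 nM final) was added to start the reaction. Fluorescence was read kinetically at 0 and 10 min.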
ERG Ets-DNA blk: ERG Ets/DNA interaction inhibition. P11308. fluorescence polarization, His-ERG Ets domain / labelled DNA. Potency, µM (series often up to 76.9 µM), for the others: top-dose FP activity, negative = inhibition, hits mostly inhibitors. hit rate 0.028% among 370,000; active = well fitted inhibition curve with a large enough effect in the polarisation, with a control signal flat; inconclusive = small, poorly fitted or top-dose-only effect, or effect the other way, or a change in a side signal; inactive = no such curve, though single readings can be large or run the other way; the % refers to the polarisation;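 also: polarization taken with two DNA probes labelled with fluorescein and Texas red; potency is read from the fitted curve at half-maximal effect; % of control where 0% means no effect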
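His-tagged ERG Ets domain (1 uM in the protein solution; 300mM KCl, 50mM Tris-HCl, 1mM EDTA, 1mM DTT, pH 7.5) received compound, then a probe mix of 5 nM fluorescein-DNA and 100nM Texas-615-DNA. Fluorescence polarization was read for both dyes.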
ALOX12 inh: inhibitors of human 12S-lipoxygenase ALOX12; purified 12hLO, xylenol orange hydroperoxide absorbance; Potency, µM (highest dose often 108 µM), for inactives: top-dose activity change, negative = inhibition, most hits filed as inhibitors; hit rate 1.1% among 580,000; AID 1671190; also: potency is read from the fitted curve at half-maximal effect; % is scaled to controls: 0 for no effect and ±100 for the full control effect
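Purified human 12hLO at 150 nM in 25 mM Hepes, 0.01% Triton X-100, pH 7.0, preincubated 15 min at room temperature with compound. Reaction started with 40 uM arachidonic acid, 30 min at room temperature. Hydroperoxide measured by Fe-xylenol orange, 573/405 nm absorbance ratio.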
Pol beta inh: DNA polymerase beta (human) inhibition. Pol beta primer extension/strand displacement, fluorescence kinetic. P06746. Potency, µM (highest dose often 114 µM), for the others: top-dose activity change, negative = inhibition, usual class: inhibitors. hit rate 1.3% among 340,000. AID 485314; also: potency is read from the fitted curve at half-maximal effect; % is scaled to controls: 0 for no effect and ±100 for the full control effect
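Pol beta (10 nM) and compounds were preincubated 15 min at room temperature, then 50 nM substrate (final) started primer extension/strand displacement. Reads were taken at 0 and 10 min; concentration-response data were fitted to a four-parameter Hill equation.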
POLK inh: inhibitors of human DNA polymerase kappa. purified Pol kappa, fluorescent DNA synthesis assay, 10 min. Potency, µM (doses to about 107 µM), for the others: at the highest dose activity, negative = inhibition, usual class: inhibitors. hit rate 0.53% among 400,000. AID 588579; also: potency is read from the fitted curve at half-maximal effect; % is scaled to controls: 0 for no effect and ±100 for the full control effect
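10 nM Pol kappa was preincubated with compounds for 15 min at room temperature. Reaction started with 50 nM (final) substrate. Fluorescence read kinetically at 0 and 10 min.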
RGS4 inh: inhibitors of human regulator of G protein signaling 4 | Transcreener GDP fluorescence polarization, RGS4-accelerated GTP hydrolysis | P49798 | Potency, µM (highest dose often 114 µM), for the others: at the top dose activity change, negative = inhibition, hits mostly inhibitors | hit rate 0.039% among 390,000 | AID 504845; also: potency is read from the fitted curve at half-maximal effect; % is scaled to controls: 0 for no effect and ±100 for the full control effect; nearly all actives have a fitted effect of over 75% in size; some results filed as inactive show a strong effect at the top dose
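MLSMR compounds (23 nl, pin-transferred) preincubated 10 min at room temperature with a 500nM (2x) first reagent, then RGS4 at 900nM (2x) plus Transcreener GDP mix added; fluorescence polarization (620/688 nm) read before and after 90 min at 30 °C.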
APE1 inh: APE1 (human) endonuclease inhibition; P27695; Potency, µM (series often up to 65.8 µM), for inactives: top-dose activity change, negative = inhibition, hits mostly inhibitors; recombinant APE1, TAMRA/BHQ-2 abasic DNA cleavage fluorescence; AID 2517; hit rate 0.35% among 350,000;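 also: potency is read from the fitted curve at half-maximal effect; plate controls were vehicle for no effect and reference inhibitor for full effect; nearly all actives have a fitted effect of over 55% in size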
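Enzyme (0.75 nM final) and test compound are incubated 15 min at room temperature before adding 50 nM quenched THF abasic-site duplex. Cleavage dequenches TAMRA, followed at 525/598 nm over three reads one minute apart.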
LDHA block: blocks human lactate dehydrogenase A; AID 1347041; purified LDHA, NADH/diaphorase-resazurin fluorescence; stronger effect = lower value; P00338; activity change, % (values are at about 110 or 230 µM); hit rate 0.15% among 480,000; in the data active = activity change below about -30%; inconclusive = mostly about -25% to -30%;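 also: plate controls were DMSO wells for no effect and wells without enzyme for full effect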
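Human LDH5 at 2 nM final in Tris HCl pH 7.4 with 0.06 mM NADH and 0.2 mM pyruvate, reacted 5 minutes at room temperature. Remaining NADH coupled via diaphorase/resazurin; resorufin fluorescence read at 0 and 20 minutes, normalized to enzyme-free and DMSO wells.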
* hit, by the source's call; ? = inconclusive; / = no result given; & = joins results of further samples; ! = a repeat was not active; [ ] = dose if it differs, or a comment. Unless noted, calls follow the shape of the dose curve; as a rule, active = well fitted curve in the direction sought with a large enough effect; inconclusive = small, poorly fitted or top-dose-only effect, or another doubt; inactive = no such curve, though single readings can be large; an effect the other way counts as inactive or inconclusive.

SMILES	Anesthetic bind	POLH inh	ERG Ets-DNA blk	ALOX12 inh	Pol beta inh	POLK inh	RGS4 inh	APE1 inh	LDHA block
CN1C2CCC1CC(OC(=O)c1ccc(Cl)cc1)(C(=O)O)C2 (stereo not given)	0%	-9%	-2%	-13%	22%	-1%	0%	-2%	1
CSc1ccc(C(=O)C2CCCN(Cc3ccn[nH]3)C2)cc1 (stereo not given)	0%	-14%	4%	-8%	8%	-4%	13%	-6%	-6
O=C(Cc1ccccc1)N1CCN(Cc2ccc([N+](=O)[O-])cc2)CC1	2%	3%	4%	-19%	1%	-1%[60.1 µM]	19%[11.4 µM]	-2%	-18
CC1(C)CC(=O)c2cc(OCC(=O)N3CCN(Cc4ccccc4)CC3)ccc2O1	81%[activator]	-8%	-3%	0%	3%	-7%	-29%	-5%	-1
Fc1ccc(C(OCCN2CCN(CCCc3ccccc3)CC2)c2ccc(F)cc2)cc1	-2%[29.3 µM]	-7%[57.1 µM]	/	2.7µM*!	0%[57.1 µM]	?	38µM*!	0%	1
S=c1[nH]nc(-c2ccco2)n1Cc1ccccc1	-2%	-8%	12%	?	32µM*	-1%	?	9%	-4
Cc1ccc(-c2cc(C(=O)N3CCC4(CC3)OCCO4)no2)cc1	4%	13%	4%	2%	-15%	-8%	3%	8%	-10
CCOc1cc2c(cc1OCC)-n1cccc1C(c1ccc(OC)cc1)NC2 (stereo not given)	-12%	-6%	-13%	?	1%	1%	10%	-13%	-6
CCN(CC)S(=O)(=O)c1ccc(N=Cc2c(O)n(-c3ccccc3)c(=O)[nH]c2=O)cc1	?	5%	7%	51%[activator]	-2%	-6%	22%	-2%	-11
COC(=O)C1=C(c2ccc(OC)c(OC)c2)C[C@@H]2CC[C@H]1N2C(=O)N1CCCC1	/	-2%	2%	0%	/	10%	-6%	17%	4
C=CCn1c(O)c(C(CC)=NCc2ccc3c(c2)OCO3)c(=O)[nH]c1=O	-2%	-6%	-11%	0%	2%	0%	12%	-2%	-8
CCOC(=O)C(O)(c1ccc(NC(=S)NC(=O)c2ccc(Cl)cc2Cl)cc1)C(F)(F)F (stereo not given)	?	-13%	-11%	?	19%	-24%	12%	?	-4
CC(C)(C)c1cc(OC(=O)Cc2ccccc2)ccc1O	?	-9%	1%	-16%	-26%	-18%	46%	12%	5
O=C1/C(=C/c2ccc([N+](=O)[O-])cc2)N2CCC1CC2	-3%	-14%	-2%	1%	42%	-10%	0%	15%	-3
Nc1cc(N2CCNCC2)c([N+](=O)[O-])cc1Cl	-12%	-13%	-3%	11%	-9%	0%	11%	2%	-8
O=C1NC(=O)C(=Cc2ccccc2[N+](=O)[O-])C(=O)N1	/	-4%	/	?	/	-14%	?	/	-17
Cc1ccc2cc(C=C(C#N)C#N)c(Cl)nc2c1	118%[activator]	?	23%	-20%	-6%	-14%	?	0%	-4
CC(=NCCN1CCOCC1)c1c(O)n(-c2ccccc2C)c(=O)[nH]c1=O	-8%	-5%	7%	-20%	12%	-7%	-11%	-2%	3
COc1ccc(N2C(=O)/C(=C/c3ccc(C)o3)C(=O)NC2=S)c(OC)c1	-8%	10µM*	17%	?	40µM*	50µM*	?	-9%	10
CC(C)(O)C1O[C@H]2CC[C@@]3(C)[C@@](O)(CC[C@H]4Cc5c([nH]c6ccccc56)[C@@]43C)C2=CC1=O (stereo not given in full)	?	/	/	3%&24%&9%	/	-1%&4%&-4%[19.4 µM]	?	-3%&-6%&9%	/
CC1CCC(NCCc2ccc3c(c2)OCO3)CC1 (stereo not given)	-12%	-7%	/	?	1%	-5%	7%	2%	-9
Cc1ccc(Oc2cc(NN3CCCCC3)c([N+](=O)[O-])cc2[N+](=O)[O-])c([N+](=O)[O-])c1	-6%	-5%	1%	-18%	1%	-15%	5%	15%	4
CC(=O)Nc1ccccc1C(=O)OCc1ccccc1F	-13%	1%	18%	-8%	5%	1%	22%	13%	-2
CC(=O)N(C)CC#CCN1CCC(O)CC1	/	-7%	/	?	/	-16%	10%	/	-15
O=C(O)CP(=O)(O)c1ccc(Cl)cc1	-3%	-14%	-15%	?	-1%	3%	-20%	-1%	-4
COc1ccc(C2C(C(=O)N3CCC4(CC3)OCCO4)CC(=O)N2c2ccc(OC)cc2)cc1 (stereo not given)	5%	-8%	4%	/	6%	5%	-42%	-3%	-1
CCOC(C[n+]1c(-c2ccccc2)cc(C)cc1-c1ccccc1)OCC	/	-16%	10%	7%	/	-8%	1%	11%	-18
CN[C@@H]1C[C@H](c2ccc(Cl)c(Cl)c2)c2ccccc21	/	/	/	?	/	-12%[19.4 µM]	/	-1%	/
Cc1ccc(S(=O)(=O)NCCC(=O)Nc2ccc(Cl)cc2C(=O)c2ccccc2)cc1	4%	-29%	-2%	?	-16%	-9%	-1%	5%	-1
COc1cc2c(ccc3c4cc(OC)c(OC)cc4c[n+](C)c23)cc1O	/	?	/	-5%	/	32µM*	2%	/	11

As entered above:
`Cc1ccc(Oc2cc(NN3CCCCC3)c([N+](=O)[O-])cc2[N+](=O)[O-])c([N+](=O)[O-])c1` – ALOX12 inh: -18%
`CC(=O)Nc1ccccc1C(=O)OCc1ccccc1F` – POLH inh: 1%

Additional structures:
SMILES	Anesthetic bind	POLH inh	ERG Ets-DNA blk	ALOX12 inh	Pol beta inh	POLK inh	RGS4 inh	APE1 inh	LDHA block
CCCCCCCCc1ccc(O)cc1	/	-18%	-12%	?	/	-30%	14%	16%&-7%	2
CCN(CC)Cc1c[nH]c2ccccc12	-16%	-15%	-14%	?	-2%	-8%	16%	?	-7
C=CCOC(=O)C1=C(C)OC(N)=C(C#N)C12C(=O)N(CN1CCOCC1)c1ccccc12 (stereo not given)	-8%	2%	-5%	-16%	2%	-7%	-9%	-2%	-2
O=C(NC1CCCCC1)c1cn(CCN2CCOCC2)c2cc(Cl)ccc2c1=O	-10%	/	/	0%	/	3%[60.1 µM]	/	-3%	/
Cc1ccc(N2Cc3ccccc3C2=N)cc1[N+](=O)[O-]	-6%	-18%	4%	-1%	10%	-5%	1%	-3%	-6
COc1cc(OC)c(OC)cc1CNCCc1ccc(OC)c(OC)c1	-7%	-15%	11%	?	9%	-9%	-13%	5%	-8
Cc1ccc(OCC(=O)Nc2ccc(Cl)cc2C(=O)c2ccccc2)c(Br)c1	-13%	/	-1%	-26%	0%	5%	-24%	/	-5
CCn1c(=O)n(CC)c2cc([N+](=O)[O-])c(N3CCNCC3)cc21	-13%	-23%	5%	0%	2%	-12%	-2%	1%	-2
O=C(CN1C(=O)C2(OCCO2)c2ccccc21)c1ccc(Cl)cc1	-18%	-6%	-2%	18%	4%	1%	-9%	?	2
CN1C2CCC1CC(OC(=O)c1ccc(Cl)cc1)C2 (stereo not given)	-8%	-3%	0%	0%	15%	-4%	13%[11.4 µM]	-3%	-9
C=CCn1c(O)c(/C(C)=N/N2CCCCC2)c(=O)[nH]c1=O	-1%	4%	0%	90%[activator]	7%	-1%	-4%	2%	-11
Cc1cc2c(cc1C)-n1c(-c3ccccc3)c3c(=O)n(C)c(=O)n(C)c3c1C(c1ccco1)N2 (stereo not given)	51%[activator]	0%	2%	-22%	?	-6%	20%	/	-15
COCc1cc(OC(=O)N(C)C)nc(-c2ccccc2)n1	1%	-30%	-3%	136%[activator]	45%	-15%	-7%	14%	0
CCn1cc(CN2CCCC(C(=O)c3cccc(OC)c3)C2)c(C)n1 (stereo not given)	-9%	-15%	-2%	?	-1%	-12%	6%	-2%	-10
COc1ccc(-c2nc3ccccc3c(=O)n2-c2cccnc2)cc1	-9%	-14%	-7%	-4%	36%	-8%	12%	-2%	-1
CC(=O)O[C@@H]1/C=C/[C@](C)(O)C[C@@H](C)C/C=C/[C@H]2[C@H](O)C(C)=C(C)[C@H]3[C@H](Cc4ccccc4)NC(=O)[C@@]123	/	-16%	-10%	13%	/	-17%	11%	/	-4
COCCCN1CCN(c2nnc3n2-c2sc(Br)cc2C(c2ccccc2Cl)=NC3)CC1	-9%	-8%	1%	-24%	17%	-10%	-17%	-3%	-3
CCCNS(=O)(=O)c1ccc(OCC(=O)N2CCN(Cc3ccccc3)CC2)cc1	1%	-12%	3%	0%	?	5%	-46%	2%	-8
C[C@]12CCC(=O)C=C1CC[C@@H]1[C@@H]2C(=O)C[C@]2(C)C(=O)CC[C@@H]12	-5%	-11%	-2%	0%	?	13%	-14%	10%	-4
COc1ccc(-n2c(/C=C3/C(=O)Nc4ccccc43)nc3ccccc3c2=O)cc1	-9%	-13%	12%	-2%	2%	-5%	13%	-3%	-10
COc1cc(-c2ccc(N)c(OC)c2)ccc1N	/	-3%	-12%	0%	/	-12%	2%	5%&0%	1
CNC(=O)c1cccn(Cc2cccc(C(F)(F)F)c2)c1=O	-6%	-3%	-22%[15.4 µM]	-1%	39%	-5%	-8%	7%	-4
C[C@@H]1CC2(CCCC[N+]2(C)C)C[C@H]1C	-2%	-12%	-5%	?	-5%	-7%	23%	11%	-13
CCC(=NCCC(c1ccccc1)c1ccccc1)c1c(O)n(C)c(=O)n(C)c1=O	5%	-5%	-2%	-26%	-2%	-10%	12%	1%	-3
Cc1cc(C)n2c(Br)c(CN3CC4CC(C3)c3cccc(=O)n3C4)nc2n1 (stereo not given)	-7%	-21%	-6%	?	-18%	-2%	-6%	0%	-1

This is a subset; the hit share may differ from the screen's.
